MrgX1 PAM: human MrgX1 positive allosteric modulation, primary screen. Q96LB2. MrgX1-HEK293, Fluo-4 calcium flux, FDSS; stronger effect = higher value. B-score at 10 µM. 310,000 compounds, 0.63% hits. AID 588675;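 active = plate-corrected calcium response at least 3 library SD above typical, normal starting fluorescence, not activating the receptor alone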;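 note: compound read alongside a low EC10 to EC30 dose of BAM8-22 agonist; peak minus trough fluorescence over baseline measured at the second addition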
TRPC6 inhibitor: inhibitors of mouse TRPC6 channel; B-score at 10 µM; HEK293-TRPC6, membrane potential dye, ACh-evoked depolarization; stronger effect = lower value; 310,000 compounds, 1.1% hits;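 active = B-score under library mean minus 3 SD, initial fluorescence not abnormally high, positive integrated signal ratio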;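 note: B-score derived from integrated fluorescence ratio over the kinetic read; more negative B-score means stronger inhibition of depolarization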
Target sequence (Q61143 whole entry, looked up): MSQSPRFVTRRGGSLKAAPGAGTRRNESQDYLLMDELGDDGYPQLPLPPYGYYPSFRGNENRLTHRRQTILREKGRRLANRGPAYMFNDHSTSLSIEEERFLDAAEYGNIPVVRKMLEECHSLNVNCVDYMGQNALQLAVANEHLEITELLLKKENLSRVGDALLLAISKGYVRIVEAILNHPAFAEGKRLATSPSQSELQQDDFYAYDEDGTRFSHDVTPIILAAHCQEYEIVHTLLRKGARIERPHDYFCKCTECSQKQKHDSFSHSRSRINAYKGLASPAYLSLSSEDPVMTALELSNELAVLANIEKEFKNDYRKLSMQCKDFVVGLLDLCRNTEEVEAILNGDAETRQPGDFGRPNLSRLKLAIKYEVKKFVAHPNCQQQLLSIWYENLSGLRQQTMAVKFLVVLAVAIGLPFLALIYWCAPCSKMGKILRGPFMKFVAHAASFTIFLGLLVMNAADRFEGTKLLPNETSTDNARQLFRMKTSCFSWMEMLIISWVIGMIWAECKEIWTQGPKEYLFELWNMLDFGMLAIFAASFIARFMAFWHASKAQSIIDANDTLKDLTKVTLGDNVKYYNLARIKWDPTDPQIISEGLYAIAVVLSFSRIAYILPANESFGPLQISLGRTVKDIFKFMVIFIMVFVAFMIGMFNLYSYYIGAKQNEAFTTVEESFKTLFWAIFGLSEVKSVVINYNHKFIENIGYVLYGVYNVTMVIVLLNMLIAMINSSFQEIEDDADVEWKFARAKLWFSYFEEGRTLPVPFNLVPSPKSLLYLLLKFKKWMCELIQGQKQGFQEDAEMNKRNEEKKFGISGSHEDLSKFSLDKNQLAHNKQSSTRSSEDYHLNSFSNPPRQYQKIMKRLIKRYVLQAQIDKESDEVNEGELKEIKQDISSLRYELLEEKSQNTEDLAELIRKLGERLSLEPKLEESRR
TMEM16A inh: blocks the mouse calcium-activated chloride channel TMEM16A | Q8BHY3 | 310,000 compounds, 1.2% hits | HEK293 TMEM16A/YFP iodide influx fluorescence, ionomycin | normalized B-score (activity score, 25-100; higher = stronger inhibition) at 10 µM | AID 588511;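 active = ratio plate-corrected score three or more library SD toward inhibition, starting fluorescence score within five deviations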;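 note: score derived from kinetic fluorescence span divided by baseline fluorescence per well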
MrgX1 agonist: activates human MrgX1 receptor signaling | Q96LB2 | MrgX1-HEK293 cells, Fluo-4 calcium fluorescence, agonist mode; stronger effect = higher value | B-score at 10 µM | 310,000 compounds, 0.44% hits;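 active = calcium response B-score plate-corrected fluorescence ratio at least 3 library SD, with starting fluorescence B-score inside 5 SD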
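times = overnight plating, then 30 min 37 °C plus 30 min room-temperature dye loading | assay system = stable human MrgX1 HEK293 cell line | input = fifteen thousand cells per well | signal = kinetic calcium dye fluorescence, Fluo-4 NW | dosing = compound delivered in addition one of three | read-out = B-scored fluorescence response ratio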
TRPC4 potent: allosterically enhances the mouse TRPC4 cation channel; Q9QUQ5; HEK293 TRPC4beta/mu-opioid, DAMGO EC20, Fluo-4 Ca2+ flux; stronger effect = higher value; B-score at 10 µM; 310,000 compounds, 0.42% hits; AID 2227;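 active = B-score of calcium response area above 5 SD of library B-scores, with initial fluorescence ratio within 5 SD of library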;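 note: B-score of integrated fluorescence ratio over time as area under calcium response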
SKKanGAS inh: inhibitors of SKKanGAS S. pyogenes growth in kanamycin (SK-promoter or general growth effect). BacTiter-Glo, 6 h. 300,000 compounds, 1.3% hits. inhibition, % at 7.5 µM;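 active = mean replicate score, as percent of positive control median, at least 50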;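 note: strain carries kanamycin resistance gene driven by streptokinase promoter and grows in 40 µg/ml kanamycin; loss of luminescence reflects streptokinase promoter inhibition or plain growth inhibition; 0% = median of DMSO wells and 100% = positive control at its reference dose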
TRPC6 act: activates the mouse TRPC6 cation channel. Q61143. HEK293-TRPC6 membrane potential dye fluorescence; stronger effect = higher value. B-score at 10 µM. 310,000 compounds, 0.13% hits;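 active = B-score of the integrated fluorescence ratio above library mean plus 3 SD, and starting fluorescence ratio within library mean plus 5 SD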;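 note: higher score means more depolarization so channel activation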
TRPC4 act: opens the mouse TRPC4 cation channel | 310,000 compounds, 0.49% hits | AID 2237 | Q9QUQ5 | B-score at 10 µM | HEK293 TRPC4beta/mu-opioid, Fluo4 calcium fluorescence; stronger effect = higher value;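 active = B-score above 5 SD of library B-scores, and initial fluorescence ratio not above library mean plus 5 SD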;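 note: positive B-score marks a calcium rise read as TRPC4 activation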
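Assay system: HEK293 stable line with TRPC4beta plus mu-opioid receptor. Times: dye 45 min RT, read 110 s. Measured by: kinetic Fluo4 calcium fluorescence. Measure: B score of integrated ratio. Controls: assay buffer as low control, maximal DAMGO as high control.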
TRPC4 inh: TRPC4 (mouse) channel inhibition; AID 2247; HEK293 TRPC4beta/mu-opioid, DAMGO-evoked Fluo4 calcium flux; stronger effect = lower value; 300,000 compounds, 0.39% hits; B-score at 10 µM;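 active = B-score over 3 SD under the library average, no early fluorescence shift, positive overall ratio signal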
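test system = HEK293 cells with stable TRPC4beta plus mu-opioid receptor expression | detection = Fluo4 Ca2+ flux fluorescence | read-out = integrated fluorescence ratio relative to baseline, converted to per-well B score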
MrgX1 antagonist: antagonists of human MrgX1 receptor | Q96LB2 | 310,000 compounds, 1.3% hits | MRGX1-HEK293 calcium flux, Fluo-4, BAM8-22 antagonism; stronger effect = lower value | B-score at 10 µM;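 active = calcium-response B-score plate-corrected more than 3 library SD below zero, starting fluorescence within 5 deviations, no agonist response on first addition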;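 note: peak minus trough fluorescence over baseline after final BAM8-22 challenge near maximal dose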
TMEM16A act: activates or potentiates the mouse TMEM16A chloride channel; AID 623877; 340,000 compounds, 0.3% hits; B-score at 10 µM; HEK293 TMEM16A/YFP-H148Q/I152L, iodide quench fluorescence; stronger effect = lower value;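 active = fluorescence-ratio B-score plate-corrected deviation score at least 3 library SD below zero, with starting fluorescence score within 5 deviations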;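 note: channel opened by trigger with iodide after compound preincubation; score built on the fluorescence ratio of max minus min over baseline; more negative score means more quench and so TMEM16A activation or potentiation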
* hit, by the source's call; i = inactive; x = not tested or not shown.

Under each structure – MrgX1 PAM | TRPC6 inhibitor | TMEM16A inh | MrgX1 agonist | TRPC4 potent | SKKanGAS inh | TRPC6 act | TRPC4 act | TRPC4 inh | MrgX1 antagonist | TMEM16A act
O=C(Cn1nnc2ccccc21)c1ccc([N+](=O)[O-])cc1
    i | i | i | i | i | 4.6 | i | i | i | i | i
COc1cccc(C(=O)C2CCCN(CC3=Cc4cc(OC)ccc4OC3)C2)c1 (configuration not stated)
    i | i | i | i | i | 1.7 | i | i | i | i | i
COc1ccccc1-c1ccc(=O)n(CC(=O)NCc2cccs2)n1
    i | i | i | i | i | 1.5 | i | i | i | i | i
COc1cccc(NC(=O)COc2coc(CN3CCc4ccccc4C3)cc2=O)c1
    i | i | i | i | i | -6.4 | i | i | i | i | i
COCc1c(Br)c(C)nc2sc3c(=O)[nH]nnc3c12
    i | i | i | i | i | -1.1 | i | i | i | i | i
CC(Sc1nc2ccccc2c(=O)n1CC1CCCO1)C(=O)N(C)Cc1ccccc1 (configuration not stated)
    i | i | i | i | i | -17.2 | i | i | i | i | i
Cc1cnc(NC(=O)Nc2ccc(Cl)cc2)s1
    i | i | i | i | i | 27.2 | i | i | i | i | i
O=C(Nc1ccccc1)C1COc2ccccc2O1 (configuration not stated)
    i | i | i | i | i | 8.7 | i | i | i | i | i
COc1cccc(C(=O)CC(=O)C(=O)Nc2cccc([N+](=O)[O-])c2C)c1
    i | i | i | i | i | -1.6 | i | i | i | i | i
O=C(Cn1cnc(S(=O)(=O)N2CCCC2)c1)Nc1cccc(F)c1
    i | i | i | i | i | -28.7 | i | i | i | i | i
CC(=O)Nc1ccc(S(=O)(=O)Nc2ccccn2)cc1
    i | i | i | i | i | 1.6 | i | i | i | i | i
N#CC(c1cccc(Cl)c1)c1ccc2c(C(F)(F)F)cc(C(F)(F)F)nc2n1 (configuration not stated)
    i | -10.3* | 100* | i | i | 95.0* | i | i | i | i | -4.8*
CN(C)CCCNc1nc(N)c([N+](=O)[O-])c(NCCO)n1
    i | i | i | i | i | -1.4 | i | i | i | i | i
COc1cccc(N(C(=O)Cn2nnc(-c3ccc(C)o3)n2)C(C(=O)NC2CCCC2)c2ccncc2)c1 (configuration not stated)
    i | i | i | i | i | -2.3 | i | i | i | i | i
O=C(NCc1cccnc1)c1cccc(S(=O)(=O)N2CCCC2)c1
    i | i | i | i | i | -3.3 | i | i | i | i | i
CCOc1ccc2oc(C(=O)NCc3nc4ccccc4[nH]3)c(C)c2c1
    i | i | i | i | i | -5.7 | i | i | i | i | i
CC(CCc1ccccc1)NC(=O)C(=O)c1c[nH]c2ccccc12 (configuration not stated)
    i | i | i | i | i | -7.5 | i | i | i | i | i
CCOC(=O)C(Nc1ccc2ccccc2c1)C(=O)OCC
    i | i | i | i | i | -3.3 | i | i | i | i | i
O=C(Nc1ccc(S(=O)(=O)NCC2CCCO2)cc1)c1ccccc1 (configuration not stated)
    i | i | i | i | i | -2.5 | i | i | i | i | i
CC(=O)Nc1ccc(S(=O)(=O)NC2(C(F)(F)F)NC(=O)N(CC(C)C)C2=O)cc1 (configuration not stated)
    i | i | i | i | i | 8.6 | i | i | i | i | i
COC(=O)[C@H](Cc1ccccc1)NC(=O)NCc1ccc(S(N)(=O)=O)cc1
    i | i | i | i | i | -2.7 | i | i | x | i | i
COc1ccc2nc(/N=C(\N)NC(=O)C(C)(C)C)nc(C)c2c1
    i | i | i | i | i | 21.2 | i | i | i | i | i
CC(C)CNC(=O)NC(=O)CSc1nc2ccccc2n1CC(C)C
    i | i | i | i | i | -8.0 | i | i | i | i | i
COc1cccc(CNC(=O)CN2C(=O)CC(c3ccccc3)=Nc3ccccc32)c1
    i | i | i | i | i | 5.8 | i | i | i | i | i
CC(C)c1ccc(NC2CCCN(C(=O)c3cccc(N4CCNC4=O)c3)C2)cc1 (configuration not stated)
    i | i | i | i | i | 1.4 | i | i | i | i | i
COc1ccccc1C1/C(=C(\O)c2ccc3c(c2)OCCO3)C(=O)C(=O)N1CCCn1ccnc1 (configuration not stated)
    i | i | i | i | i | 0.1 | i | i | i | i | i
Cc1cc(NC(=O)c2cc(C)on2)no1
    i | i | i | i | i | -0.4 | i | i | i | i | i
CCC(=O)N1CCc2cc(S(=O)(=O)N3CCN(c4ccccc4Cl)CC3)ccc21
    i | i | i | i | i | -0.9 | i | i | i | i | i
FC(F)(F)c1cnc(COc2ccc(Cl)cc2Cl)c(Cl)c1
    i | i | i | i | i | 14.1 | i | i | i | i | i
C[C@@]12CCC=C[C@H]1[C@H](c1ccc3ccccc3c1Br)N(Cc1ccccc1)C2=O
    x | i | x | x | i | 74.6* | i | i | x | x | i
Cc1ccc(NC(=O)CSc2nnc3ccc(-c4cccnc4)nn23)cc1
    i | i | i | i | i | -8.5 | i | i | i | i | i
O=C1Nc2cc(Cl)c(Cl)cc2N(O)N1c1ccccc1
    i | i | i | i | i | -3.1 | i | i | i | i | i
Cc1ccc(S(=O)(=O)N(C(=N)N)c2nc(N(C)C)nc(N(C)C)n2)cc1
    i | i | i | i | i | 1.6 | i | i | i | i | i
Cc1ccc(CNC(=O)Cc2cccs2)cc1
    i | i | i | i | i | 0.1 | i | i | i | i | i
Cc1ccc(CNS(=O)(=O)c2cccc3nsnc23)cc1
    i | i | i | i | i | -16.0 | i | i | i | i | i
COc1ccc(S(=O)(=O)N[C@@H](Cc2ccc(Cl)cc2)C(=O)N2CC[C@@]3(O)CCCC[C@H]3C2)cc1
    i | i | i | i | i | -4.2 | i | i | i | i | i
CC1=NN(c2ccc(C)cc2C)C(=O)C1C(c1ccccc1)C1C(=O)N(c2ccc(C)cc2C)N=C1C (configuration not stated)
    i | i | i | i | i | -4.1 | i | i | i | i | i
Cc1ccccc1-n1c(C)nnc1SCC(=O)N1CC(=O)Nc2ccccc21
    i | i | i | i | i | 1.0 | i | i | i | i | i
O=C(Nc1cccc(NC(=O)c2ccc(F)cc2)c1)c1ccc(F)cc1
    i | i | i | i | i | 0.6 | i | i | i | i | i
COc1ccc(/C=C/C(=O)NC(=S)NNC(=O)c2cccnc2)cc1OC
    i | i | i | i | i | 18.8 | i | i | i | i | i
Cc1[nH]n(C(N)=S)c(=O)c1N=Nc1cc(C(F)(F)F)ccc1Cl
    i | i | i | i | i | 6.1 | i | i | i | i | i
Clc1ccc(CON/C=N/c2ncnc3sccc23)c(Cl)c1
    i | i | i | i | i | 17.7 | i | i | i | i | i
CCCC(C(=O)NC1CCCCC1)N(CC1CCCO1)C(=O)CNS(=O)(=O)c1ccc(F)cc1 (configuration not stated)
    i | i | i | i | i | 0.1 | i | i | i | i | i
O=S(=O)(Nc1ccc(Cl)c(Cl)c1)N1CCOCC1
    i | i | i | i | i | 1.9 | i | i | i | i | i
C=CCNCCOc1ccc(C(C)(C)c2ccccc2)cc1
    i | i | i | i | i | -4.7 | i | i | i | i | i
CC(C)C(=O)Nc1c2c(nn1-c1ccc([N+](=O)[O-])cc1)CS(=O)(=O)C2
    i | i | i | i | i | 0.3 | i | i | i | i | i
C/C(N)=C(/C#N)C(=O)COc1ncnc2ccc(Br)cc12
    i | i | i | i | i | -0.1 | i | i | i | i | i
COc1ccc(CSc2nnc(N)s2)cc1F
    i | i | i | i | i | -2.1 | i | i | i | i | x
CCN=C1SC(C(=O)Nc2cccc(OCC)c2)CC(=O)N1CC (configuration not stated)
    i | i | i | i | i | -11.8 | i | i | i | i | i
Oc1ccc(/C=N/N2CCOCC2)c(O)c1O
    i | i | i | i | i | 3.3 | i | i | i | i | i
COc1ccc(C2=NCCc3cc(OC)c(OC)cc32)cc1
    i | i | i | i | i | 3.3 | i | i | i | i | i
CCOC(=O)c1sc(N(Cc2ccccc2)C(=O)COC(=O)c2ccc(O)cc2)nc1C
    i | i | i | i | i | 24.0 | i | i | i | i | i
CCCN1CCN(CCCNC(=O)C2CCN(c3nnc(-n4cccc4)s3)CC2)CC1
    i | i | i | i | i | -4.8 | i | i | i | i | i
CCCOn1nnnc1-c1ccccc1
    i | i | i | i | i | -14.2 | i | i | i | i | i
CSc1ccc(Cl)c(C(=O)Nc2ccc(OCC(N)=O)cc2)c1
    i | i | i | i | i | 1.3 | i | i | i | i | i
COc1ccc(C(=O)OCC(=O)N(C)C2CCS(=O)(=O)C2)cc1S(=O)(=O)N(C)Cc1ccccc1 (configuration not stated)
    i | i | i | i | i | 1.7 | i | i | i | i | i
CCCCc1cc(=O)oc2cc(OC(C)C(=O)NCc3ccccn3)c(Cl)cc12 (configuration not stated)
    13.5* | i | i | i | i | -1.1 | i | i | i | i | i
CCNc1ccc(Br)cc(C(=O)/C=C/c2ccc(Cl)cc2)c1=O
    i | i | i | i | i | 2.6 | i | i | i | i | i
CCOC(=O)N1CCN(C(=O)CCNS(=O)(=O)c2ccc3c(c2)c(=O)n(C)c(=O)n3C)CC1
    i | i | i | i | i | 20.6 | i | i | i | i | i
O=C(CCS(=O)(=O)Cc1ccccc1)Nc1nnc(C(F)(F)F)s1
    i | i | i | i | i | 0.3 | i | i | i | i | i

(further entries)
Under each structure – MrgX1 PAM | TRPC6 inhibitor | TMEM16A inh | MrgX1 agonist | TRPC4 potent | SKKanGAS inh | TRPC6 act | TRPC4 act | TRPC4 inh | MrgX1 antagonist | TMEM16A act
CCc1c(C)c2ccc(OC3CCCCC3=O)cc2oc1=O (configuration not stated)
    i | i | i | i | i | -6.6 | i | i | i | i | x
CCn1c(SCC(=O)Nc2cccc(NC(C)=O)c2)nnc1C(C)C
    i | i | i | i | i | -0.1 | i | i | i | i | i
Cc1cc(-c2ccccc2)n[nH]1
    i | i | i | i | i | 3.3 | i | i | i | i | i
CC1Cc2ccccc2N1C(=O)CN1CCc2ccccc2C1 (configuration not stated)
    i | i | i | i | i | 0.3 | i | i | i | i | i
Cc1cc(C)n(-c2nc3sc4c(c3c(=O)[nH]2)CCCC4)n1
    i | i | i | i | i | 93.4* | i | i | i | i | x
CCOC(=O)CSc1nc(C)c(C(C)=O)cc1C(N)=O
    i | i | i | i | i | -4.8 | i | i | i | i | i

Source: PubChem BioAssay (several laboratories)
